V-ATPase pH: regulators of yeast V-ATPase proton transport | response, % at 10 µM | 350,000 tested, 0.37% active | S. cerevisiae, pHLuorin cytosolic pH fluorescence; in the data active = response mostly above about 7.3%, no sharp cut-off; inactive = mostly below about 5.4%; also: actives read high; inactives centre near 0; some compounds called inactive have numbers as strong as hits; reference of the scale not given here
cardiac RTF act: cardiac RTF calcium sensitization; P19429+P45379; 340,000 tested, 0.24% active; IANBD-labeled TnC RTF fluorescence at EC20 calcium; 0% EC20 calcium, 100% full calcium; AID 493008; activation, % at 7.2 µM;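 active = activation above the mean over all tested compounds plus 3 SD, cut at about 30% in these data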;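 also: rise in fluorescence read as greater calcium sensitivity of cardiac thin filaments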
MOR-DOR ag: OPRM1-OPRD1 heterodimerization agonism; P35372+P41143; cells, luminescence; activation, % at 9.3 µM; 340,000 tested, 0.3% active; AID 504326; in the data active = activation above about 18%;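 also: 0% = vehicle-treated cells and 100% = reference agonist; values of inactives mirror those of a sister screen read the other way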
Keap1-Nrf2 PPI: inhibitors of human Keap1-Nrf2 protein-protein interaction. Q14145. Keap1 Kelch-Nrf2 peptide fluorescence polarization, 1536-well. inhibition, % at 9.4 µM. 340,000 tested, 0.15% active. AID 504523; in the data active = inhibition above about 12%;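 also: human Keap1 Kelch domain with fluorescein labeled Nrf2 9mer peptide probe; 0% = neutral control wells and 100% = peptide positive control; higher means more block of Keap1 binding to Nrf2 peptide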
Target sequence (Q14145 whole entry, looked up, the tested form may be a part): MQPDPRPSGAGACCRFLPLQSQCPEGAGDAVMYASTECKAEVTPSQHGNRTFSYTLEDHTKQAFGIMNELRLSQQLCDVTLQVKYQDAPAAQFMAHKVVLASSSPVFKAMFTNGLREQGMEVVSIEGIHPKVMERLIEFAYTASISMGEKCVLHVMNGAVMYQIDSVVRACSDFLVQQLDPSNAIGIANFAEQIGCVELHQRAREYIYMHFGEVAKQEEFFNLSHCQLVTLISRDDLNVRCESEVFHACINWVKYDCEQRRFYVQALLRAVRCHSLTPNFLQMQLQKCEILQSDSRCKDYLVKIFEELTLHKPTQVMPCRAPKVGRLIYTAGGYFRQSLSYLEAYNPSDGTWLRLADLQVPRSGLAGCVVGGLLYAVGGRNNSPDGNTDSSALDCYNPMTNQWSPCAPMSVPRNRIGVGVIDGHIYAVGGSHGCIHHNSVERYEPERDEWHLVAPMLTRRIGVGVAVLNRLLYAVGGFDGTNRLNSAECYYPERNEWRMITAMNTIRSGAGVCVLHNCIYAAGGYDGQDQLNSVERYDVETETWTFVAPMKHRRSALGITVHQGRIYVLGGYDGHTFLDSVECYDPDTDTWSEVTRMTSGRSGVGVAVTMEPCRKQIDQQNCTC
MOR-DOR inv ag: inverse agonist of human OPRM1-OPRD1 heterodimerization; cell-based MOR-DOR heterodimer luminescence, inverse agonism; P35372+P41143; 340,000 tested, 0.21% active; inhibition, % at 9.3 µM; AID 504357; in the data active = inhibition above about 22%, passing the limit was not always enough;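 also: 0% = cells with DMSO and 100% = wells without cells with DMSO; values of inactives mirror those of a sister screen read the other way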
Cardiac RTF inh: cardiac RTF calcium desensitization. IANBD-labeled cardiac RTF, Ca2+ fluorescence. inhibition, % at 7.15 µM. 340,000 tested, 0.12% active. AID 493244;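 active = inhibition above the mean inhibition of all tested compounds plus 3 SD, cut at about 17% in these data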;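 also: assay run at fixed EC70 calcium of 1.6 mM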
HTR5A ag ctr: activates human HTR5A in OPRM1-OPRD1 agonist counter-screen; P47898; HTR5A agonist assay, luminescence, cell-based; activation, % at 9.3 µM; 340,000 tested, 0.61% active; AID 504692; in the data active = activation mostly above about 9.5%, no sharp cut-off; inactive = mostly below about 7.6%;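 also: 0% = cells with vehicle only and 100% = reference agonist; strong numbers were not always called active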
Target sequence (P47898 whole entry, looked up): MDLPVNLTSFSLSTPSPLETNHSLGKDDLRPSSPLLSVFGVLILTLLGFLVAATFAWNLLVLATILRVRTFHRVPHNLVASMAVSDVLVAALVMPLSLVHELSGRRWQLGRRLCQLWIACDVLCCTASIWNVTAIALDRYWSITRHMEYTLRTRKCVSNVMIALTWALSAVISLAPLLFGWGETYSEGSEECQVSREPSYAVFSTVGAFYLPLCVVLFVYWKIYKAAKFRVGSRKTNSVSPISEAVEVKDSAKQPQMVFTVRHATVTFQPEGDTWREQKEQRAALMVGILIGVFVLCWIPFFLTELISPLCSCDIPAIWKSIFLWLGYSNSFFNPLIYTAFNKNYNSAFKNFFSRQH
HTR5A inv ctr: inverse agonist of human HTR5A in OPRM1-OPRD1 counter-screen; P47898; inhibition, % at 9.3 µM; 340,000 tested, 0.083% active; HTR5A cell line, luminescence, inverse agonism; in the data active = inhibition mostly above about 23%, no sharp cut-off; inactive = mostly below about 18%;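 also: 0% = cells with DMSO and 100% = no-cell wells with DMSO; some compounds called inactive have numbers as strong as hits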
CAL PDZ FP: inhibitors of human CAL PDZ peptide binding. inhibition, % at 24.9 µM. 300,000 tested, 0.92% active. Q9HD26. purified CAL PDZ, TMR-peptide fluorescence polarization, 1 h. AID 602252;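 active = mean inhibition of at least 30% with at least half of replicates also reaching 30%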;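 also: 0% = DMSO neutral control and 100% = excess unlabeled competitor peptide PRC23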
C-LANA FP: inhibitors of KSHV LANA C-terminal domain DNA binding; MBP-C-LANA/FAM-LBS DNA binding, fluorescence polarization; 340,000 tested, 0.078% active; inhibition, % at 9 µM;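 active = highest replicate inhibition at or above 60% at 9 µM, even if other replicates fall short; inactive = all replicates below 60% inhibition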;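 also: 0% = neutral control wells and 100% = 4 µM acridine orange control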
Numbers without * were called inactive; · = no result given. No enrichment for hits; any-hit rate near 2.8%.

SMILES	V-ATPase pH	cardiac RTF act	MOR-DOR ag	Keap1-Nrf2 PPI	MOR-DOR inv ag	Cardiac RTF inh	HTR5A ag ctr	HTR5A inv ctr	CAL PDZ FP	C-LANA FP
CC1=CS(=O)(=O)CC1Sc1nc(C)n[nH]1 (stereo unspecified)	0	2	-0.5	-4	3	-4	-1	17	-1	0.5
O=C(Nc1ccc(Cl)c([N+](=O)[O-])c1)C(NCCCO)c1ccccc1 (stereo unspecified)	4	-1	-1.6	-1	9	-2	2	-6	1	0.6
CCOC(=O)c1[nH]c2ccc(OC)cc2c1NC(=S)N1CCN(c2ccccc2OC)CC1	2	-4	-2.4	-5	13	-3	-1	-14	-1	0.0
Cc1ccc(SCCNS(C)(=O)=O)cc1	-2	-4	-0.2	2	1	0	1	-27	-3	0.8
COc1ccc2cc3cc(C(=O)NCCCN4CCc5ccccc5C4)sc3nc2c1	4	-1	-1.6	2	10	-4	0	1	4	-4.3
O=C([C@@H]1CC=C[C@@H]2CCN(C3CCCCC3)C(=O)[C@@H]21)N1CCN(c2ccccc2)CC1	5	1	-2.6	-4	15	-8	0	15	0	0.2
CCC(C)(C)NC(=O)c1cccc(NC(=O)C(C)C)c1	-1	-4	-3.0	-3	15	1	-2	8	-3	0.1
Cc1cccc(N(CC(=O)NCCSCc2ccco2)S(=O)(=O)c2ccccc2)c1	5	12	-1.1	-16	7	7	-5	-8	-7	-1.7
CN(C(=O)Cn1cnc2ccccc2c1=O)C1CCS(=O)(=O)C1 (stereo unspecified)	-2	4	0.1	-1	-1	-18	2	-4	2	-0.6
O=C(NC1CC1)[C@@H]1CSC2c3ccccc3C(=O)N21 (stereo partly specified)	-8	-1	-1.6	-7	8	3	2	-7	29	-0.3
O=C(NCc1ccco1)[C@@H]1CCCN1C(=O)c1cccs1	0	0	-1.7	0	10	-4	4	-19	2	0.9
Cc1csc(=Nc2ccccc2)n1Cc1ccco1	5	-9	5.3	-5	-33	-10	1	8	-1	0.6
O=C(c1ccccc1)C1(c2ccccc2)OC1c1ccccc1 (stereo unspecified)	-3	-4	2.2	-3	-11	7	-2	6	3	1.9
CCC(C)NC(=O)C1CC(c2cccc(OC)c2)=NO1 (stereo unspecified)	-2	-3	0.8	5	-4	-4	5	-12	5	-1.4
COc1cccc(C(c2nnnn2Cc2ccco2)N2CCN(Cc3ccccc3)CC2)c1OC (stereo unspecified)	-2	-4	2.2	1	-11	-2	2	5	-2	-0.1
CCc1nnc(NC(=O)CN2CC(C)OC(C)C2)s1 (stereo unspecified)	2	2	-1.4	-1	7	2	-2	-25	·	-0.1
O=C(Nc1cc(Sc2ccccn2)cc([N+](=O)[O-])c1)c1cccc(Cl)c1	-2	11	4.1	1	-23	-1	1	-2	0	0.4
Cc1ccccc1C(=O)NC(=S)Nc1ccccc1C(F)(F)F	0	-6	2.9	-6	-17	5	-6	4	0	-1.4
CCCc1[nH]nc2c1C1(CCOC1C)C(C#N)=C(N)O2 (stereo unspecified)	-1	2	-3.2	-3	17	2	4	2	-4	1.8
CCc1nc2ccccc2c(C(=O)OCC(=O)NC2CCCC2)c1C	2	1	-0.9	0	5	-5	-4	17	·	-0.5

Shown with each value named: part of the list above.
canonical_smiles: O=C(NC1CC1)[C@@H]1CSC2c3ccccc3C(=O)N21 (stereo partly specified)
  V-ATPase pH = -8
  cardiac RTF act = -1
  MOR-DOR ag = -1.6
  Keap1-Nrf2 PPI = -7
  MOR-DOR inv ag = 8
  Cardiac RTF inh = 3
  HTR5A ag ctr = 2
  HTR5A inv ctr = -7
  CAL PDZ FP = 29
  C-LANA FP = -0.3

canonical_smiles: O=C([C@@H]1CC=C[C@@H]2CCN(C3CCCCC3)C(=O)[C@@H]21)N1CCN(c2ccccc2)CC1
  V-ATPase pH = 5
  cardiac RTF act = 1
  MOR-DOR ag = -2.6
  Keap1-Nrf2 PPI = -4
  MOR-DOR inv ag = 15
  Cardiac RTF inh = -8
  HTR5A ag ctr = 0
  HTR5A inv ctr = 15
  CAL PDZ FP = 0
  C-LANA FP = 0.2

(further entries)
SMILES	V-ATPase pH	cardiac RTF act	MOR-DOR ag	Keap1-Nrf2 PPI	MOR-DOR inv ag	Cardiac RTF inh	HTR5A ag ctr	HTR5A inv ctr	CAL PDZ FP	C-LANA FP
COc1ccc(/C=C2\SC(=O)N(CCNC(=O)Cc3coc4cc(OC)ccc34)C2=O)cc1	2	3	-1.7	-5	9	1	0	-2	-1	-1.6
COc1cc(OC)c2c(c1)C(=O)c1cc(OC)cc(OC)c1C2=O	0	-4	0.2	4	-1	-1	-3	12	4	-0.1
COC(=O)c1ccc(Cn2cnc3c(Cl)ncnc32)cc1	1	1	0.1	1	-1	3	-2	9	1	0.9
CN(C)c1ccc(N/C=C/C(=O)c2ccccc2)cc1	3	0	2.5	3	-13	-10	3	-10	·	2.4
Cc1ccsc1C1Nc2ccc3ncccc3c2C2=C1C(=O)CC(C)(C)C2 (stereo unspecified)	3	8	-4.0	-3	21	2	-2	-9	-5	-1.2
COc1cc(C(=O)NCc2ccc3c(c2)OCO3)ccc1OCc1c(C)noc1C	1	-2	-0.1	0	0	0	1	1	3	2.6
CCOc1ccccc1NC(=O)CSc1nnc2ccc(-c3ccncc3)nn12	1	-2	-0.6	3	3	-8	-1	-10	4	-1.5
Cc1ccc(NC(=O)COC(=O)C(NS(=O)(=O)c2ccc(Cl)cc2)C(C)O)cc1C (stereo unspecified)	4	0	-0.5	-2	3	-12	1	-15	-1	-2.2
COc1ccc(-c2cc(C(=O)N3CCCCC3)c3ccccc3n2)cc1OC	4	-8	-1.1	-5	6	1	-1	3	-7	-0.3
O=C(NCc1cccnc1)c1ccccn1	-1	-5	-2.2	4	11	-6	1	-2	·	2.5
CSc1nc(C)cc(C)c1S(=O)(=O)c1ccccc1C	2	4	0.4	0	-2	-8	-1	-22	-2	-0.7
COc1ccc(-c2csc(NC(=O)CN3C(=O)NC4(CCCC4)C3=O)n2)c(OC)c1	-1	-3	-1.9	1	10	0	2	22	-3	-1.2
COc1ccc(NC(C)=O)cc1CNC(=O)COc1c(C)c(C)cc(C)c1C	2	-7	-0.4	-5	3	6	-3	-25	-3	-1.0
COc1ccc(N(C)C(=O)Cc2c(C(=O)O)n(C)c3ccccc23)c(OC)c1	2	-7	-3.0	-1	14	3	-3	9	-1	-0.5
COc1ccccc1-c1cc(-c2ccccc2)nc(SC(C(N)=O)c2ccccc2)c1C#N (stereo unspecified)	-1	6	1.2	1	-6	0	2	-6	0	-0.4
CCCCOc1ccc(N(CC(=O)NC(C)(C)CC)C(=O)CCC(=O)Nc2ccccn2)cc1	1	-4	-0.1	-5	0	-6	-1	2	20	-4.7
Cc1cc(C)n(C(=O)CNC(=O)c2cccs2)n1	-5	-4	0.5	-5	-3	-2	2	-40	-2	-0.2
CN(CC(=O)NCC(=O)Nc1ccc(F)c(F)c1F)C1CCS(=O)(=O)C1 (stereo unspecified)	1	1	-1.0	-1	4	7	0	1	-2	-1.8
COc1ccc2c(CC(=O)Nc3nc(C)cs3)coc2c1	-3	-2	-1.8	0	8	6	-2	6	-3	1.0
CCOC(=O)C1CCCN(c2ccc(NC(=O)c3snc4c(=O)[nH]cnc34)cc2)C1 (stereo unspecified)	0	-3	-0.2	-1	1	10	4	6	6	-2.1
O=C(COC(=O)c1ccccc1NCCO)NCCc1ccccc1	-2	-5	-0.5	-1	3	5	-6	15	1	0.3
COc1cc(NC(=O)CNc2ccc(Cl)c(S(=O)(=O)N3CCOCC3)c2)cc(OC)c1	0	4	-4.6	4	18	-6	8	-11	·	-0.5
CCOC(=O)C(/C(N)=N/C(=O)Nc1ccccc1)=C(\C)O	0	5	3.7	-1	-21	-3	6	-14	0	0.4
Cc1ccc2[nH]c3c(c2c1)CN(C(=O)CN1CCCc2ccccc21)CC3	3	-2	0.2	-2	-1	6	5	6	58*	-0.2
Nn1cc(-c2ccccc2)nc1SCC(=O)N1CCN(S(=O)(=O)c2ccc(Cl)cc2)CC1	1	-8	-1.0	-5	6	10	1	-4	-1	-3.1
Cc1ccc(CNC(=O)C2CCC(=O)N(C3CC3)C2)cc1 (stereo unspecified)	-4	-8	-1.5	3	8	-2	-1	-25	8	-0.3
CSC1=NCCN1C(=O)c1c(-c2ccccc2Cl)noc1C	-1	1	-0.5	-2	3	-14	-4	12	3	0.1
CC(=O)Nc1ccc(C(=O)OC2CCCCC2=O)cc1 (stereo unspecified)	-8	8	2.1	1	-12	-5	5	-28	-4	-1.1
Cc1ccccc1C(=O)NC1CCN(C(=O)N(c2ccccc2)c2ccccc2)CC1	0	-5	-2.1	0	13	2	-2	-11	-2	0.2
O=C(CSc1ccc2c(c1)OCCO2)Nc1ccc(N2CCOCC2)cc1	2	-1	-0.4	4	2	2	2	-5	-2	-0.7
Cc1ccc(-c2nc(N)nc(N)n2)c(C)c1	3	7	-1.7	-6	10	-5	-6	6	-1	-0.7
Cc1ccc(NS(=O)(=O)c2ccc3c(c2)NC(=O)CCS3)c(C)c1	4	3	-2.4	-1	12	3	1	5	-5	-0.4
CN1C(=O)C(CC(=O)Nc2ccc(F)cc2)N(Cc2ccco2)C1=S (stereo unspecified)	-1	-2	-2.4	3	12	2	-1	7	0	12
COc1ccc(C(=O)NC(=S)N2CC(C)OC(C)C2)cc1OC (stereo unspecified)	3	2	-2.0	-3	10	4	-5	34	·	-2.9
CC(C)(C)c1ccc(C(=O)Cn2cnnc2C#N)cc1	0	-5	0.3	-5	-2	-7	-1	3	-2	-0.7
CCSc1nc(C2CC2)cc(-c2cccs2)c1C#N	-6	0	0.7	0	-4	3	-4	2	-2	-1.0
Cc1nc(SCc2ccc(OCCC(C)C)cc2)n[nH]1	2	0	0.3	3	-2	-9	3	-5	-2	0.6
CCc1ccc(CN(C)C(=O)c2cccc(S(=O)(=O)Nc3ccccc3OC)c2)cc1	3	-15	0.7	0	-4	-2	-1	-20	-1	-0.6
COc1cccc(-n2nnc3c(=O)n(Cc4cccc(F)c4)cnc32)c1	2	4	0.3	1	-2	-2	1	-17	-1	-0.3
O=C(O)CC1(CC(=O)Nc2ccccc2C(=O)c2ccccc2)CCCC1	-2	2	-0.9	-4	5	-3	-4	11	0	0.9
COc1ccc(/C=N/NC(=O)CN2CCCC2)cc1	1	-1	-1.1	-2	5	0	-3	9	-3	0.1
COc1cc(/C=C/C(=O)OCC(=O)N2c3ccccc3CC2C)cc(OC)c1OC (stereo unspecified)	9	4	-0.9	-1	4	-3	2	-17	-3	1.8
Cc1ccc(C(=O)OCC(=O)NC2CCS(=O)(=O)C2)c(C)c1 (stereo unspecified)	1	-4	0.2	2	-1	-13	0	-1	1	0.3
Cn1c(/C=C/N2CCOCC2)c(C(=O)c2ccc(Br)cc2)c(=O)n(C)c1=O	7	-3	-1.6	-7	7	-2	-9	2	0	-0.2
COCc1cc([C@@H]2C[C@H]3CN(c4ccccc4)C(=O)[C@]34CCCN24)ccc1OC	3	-2	-2.6	-5	13	-8	-1	6	2	-1.8
CCN(CC)S(=O)(=O)c1ccc(C(=O)NCc2n[nH]c(=S)n2-c2ccc(Cl)c(Cl)c2)cc1	·	1	1.8	0	-13	3	-1	3	-1	-2.5
